# Screening results: PubChem BioAssay, The Scripps Research Institute Molecular Screening Center
# M1 ag parental = counter-screen for M1 agonists: effect in parental CHO-K1 cells; 360,000 compounds, 0.48% hits; Fluo-8 calcium fluorescence; scaled to maximal ATP response, vehicle zero; activation, % at 3 µM; in the data active means activation above about 15%;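 further: untransfected CHO-K1 host cells lacking M1 receptor as counterscreen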
# M4 ag = human M4 muscarinic receptor agonists, primary screen, CHO-K1 cells, Fluo-8 calcium fluorescence; Muscarinic acetylcholine receptor M4 (Homo sapiens), P08173; CHO-K1 hM4/Gqi5; vehicle 0%, full acetylcholine response 100%; activation, % at 3 µM; 360,000 compounds, 0.14% hits; AID 624127, 2012;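 active means activation above the run mean over all test wells plus 3 SD, cut at about 32% in these data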;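 further: peak over basal fluorescence ratio per well then scaled between controls; 0% = DMSO wells and 100% = acetylcholine at EC100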
# Target sequence (P08173 whole entry, looked up): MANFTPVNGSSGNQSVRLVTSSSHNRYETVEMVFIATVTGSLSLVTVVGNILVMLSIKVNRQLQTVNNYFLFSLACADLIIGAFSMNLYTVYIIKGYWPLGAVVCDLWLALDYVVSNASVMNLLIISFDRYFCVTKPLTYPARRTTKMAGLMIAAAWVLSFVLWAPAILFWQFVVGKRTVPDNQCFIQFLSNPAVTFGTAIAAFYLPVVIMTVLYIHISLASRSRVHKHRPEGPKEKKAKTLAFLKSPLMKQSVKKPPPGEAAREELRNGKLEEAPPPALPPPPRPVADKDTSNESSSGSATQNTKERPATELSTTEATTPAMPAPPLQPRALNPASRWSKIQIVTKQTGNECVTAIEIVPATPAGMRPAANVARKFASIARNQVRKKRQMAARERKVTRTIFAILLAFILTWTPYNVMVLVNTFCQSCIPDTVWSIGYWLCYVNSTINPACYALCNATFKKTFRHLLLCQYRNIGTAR
# CHO parental Ca = ATP-evoked calcium signal inhibitors, parental CHO, primary screen, counter-screen for OX1R antagonist project, cell-based, fluorescence, Fluo-8 calcium dye | parental CHO-K1, ATP-induced calcium, Fluo-8 fluorescence | inhibition, % at 5.6 µM | 330,000 compounds, 0.63% hits | AID 463079, 2010;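 active means inhibition above that plate's mean sample inhibition plus 3 SD, cut at about 26% in these data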;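 further: 0% = ATP-challenged DMSO wells and 100% = DMSO wells without ATP; some compounds past the cut are filed as inactive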
#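 Assay system: untransfected parental CHO cell line. Also added: ATP agonist challenge. Dosing: one dose, 5.6 µM nominal. Measured by: Fluo-8 fluorescence. Read-out: % inhibition. Benchmarks: ATP wells versus no-ATP DMSO wells. Repeats: no replicates.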
# M1 ag = human M1 muscarinic receptor agonists, primary screen, Fluo-8 calcium fluorescence, CHO-K1 cells, HTS; Muscarinic acetylcholine receptor M1 (Homo sapiens), P11229; CHO-K1 hM1, agonist mode; 0% DMSO, 100% acetylcholine EC100; activation, % at 3 µM; 360,000 compounds, 0.33% hits;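 active means activation above the run's mean compound activation plus 3 SD, cut at about 16% in these data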;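 further: peak over basal fluorescence ratio within a 140 s kinetic read after compound addition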
# Target sequence (P11229 whole entry, looked up): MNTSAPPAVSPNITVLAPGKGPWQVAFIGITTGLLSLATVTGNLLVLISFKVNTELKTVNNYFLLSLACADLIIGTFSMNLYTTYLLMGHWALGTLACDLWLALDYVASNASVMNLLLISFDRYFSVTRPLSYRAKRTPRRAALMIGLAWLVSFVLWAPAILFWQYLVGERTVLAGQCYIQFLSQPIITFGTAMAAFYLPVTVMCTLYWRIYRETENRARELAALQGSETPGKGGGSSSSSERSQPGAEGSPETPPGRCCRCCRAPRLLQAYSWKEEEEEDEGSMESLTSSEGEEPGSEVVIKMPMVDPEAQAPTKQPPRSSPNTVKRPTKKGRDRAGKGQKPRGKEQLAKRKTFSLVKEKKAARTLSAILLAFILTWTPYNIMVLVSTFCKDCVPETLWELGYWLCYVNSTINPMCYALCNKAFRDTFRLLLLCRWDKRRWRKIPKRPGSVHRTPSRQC
# CHRM4 antagonist = human M4 muscarinic receptor antagonists, primary screen, CHO cells, Fluo-8 calcium fluorescence; Muscarinic acetylcholine receptor M4 (Homo sapiens), P08173; CHO-hM4 cells, ACh EC80; 360,000 compounds, 0.73% hits; inhibition, % at 3 µM; AID 624125, 2012;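 active means inhibition above its plate's cutoff, the mean inhibition of sample wells plus 3 SD, cut at about 27% in these data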;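 further: 0% = acetylcholine EC80 with DMSO and 100% = DMSO without agonist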
# OXTR potentiator = human OXTR potentiators, primary screen, fluorescence, CHO-OTR cells, Fluo-8 calcium. Fluo-8 calcium fluorescence, potentiator mode; 0% = oxytocin EC15, 100% = EC100. activation, % at 3 µM. 320,000 compounds, 0.061% hits. Oxytocin receptor (Homo sapiens), P30559;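 active means activation above that plate's cutoff, the mean activation of tested compounds plus 3 SD, cut at about 6.6% in these data, passing the limit was not always enough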;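 further: 100% uses oxytocin at 75 nM as the full agonist control; some results filed as inactive read as strong as hits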
#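 Assay system: CHO cell line stably expressing human OTR | Also added: Oxytocin at about EC15, sub-maximal agonist stimulus | Times: Compound 6 min at room temperature before oxytocin, 100 s read | Measured by: Fluo-8 intracellular calcium fluorescence, ex 470-495, em 515-575 nm | Controls: EC15 oxytocin alone as 0%, 75 nM oxytocin as 100%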
# M1 PAM = human M1 muscarinic receptor positive allosteric modulators, primary screen, CHO-K1 cells, Fluo-8 calcium fluorescence, 1536-well. CHO-K1 hM1, ACh EC20; 0% = ACh EC20, 100% = maximal ACh. activation, % at 3 µM. 360,000 compounds, 0.088% hits. AID 588819, 2011; in the data active means activation above about 19%, passing the limit was not always enough
# CHO-K1 Ca antag = M1 antagonist counterscreen hit in parental CHO-K1 cells. ATP-induced calcium, Fluo-8 fluorescence. inhibition, % at 3 µM. 360,000 compounds, 0.6% hits. AID 602250;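 active means inhibition above a per-plate cutoff, the plate's mean sample inhibition plus 3 SD, cut at about 24% in these data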;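 further: 0% = DMSO plus EC80 ATP and 100% = DMSO alone without ATP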
# M1 antag = human M1 muscarinic receptor antagonists, primary screen, CHO-K1 cells, Fluo-8 calcium fluorescence, 1536-well. Muscarinic acetylcholine receptor M1 (Homo sapiens), P11229. CHO-K1 hM1, ACh EC80 antagonist. inhibition, % at 3 µM. 360,000 compounds, 1.3% hits. AID 588852, 2011;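 active means percent inhibition above its own plate's cutoff, namely the mean of that plate's compound wells plus 3 SD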;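 further: peak over basal fluorescence ratio during 140 s after agonist addition; 0% = ACh EC80 plus DMSO and 100% = DMSO alone without agonist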
# The depositor's hits bear a star; . = not tested or not shown.
item	Structure	M1 ag parental	M4 ag	CHO parental Ca	M1 ag	CHRM4 antagonist
1	O=C(Nc1ccc(NC(=O)c2ccccc2Cl)cc1)c1cccnc1	1.6	3.5	4.9	-0.5	0.6
2	N#Cc1ccc(Oc2cnccn2)cc1	0.1	1.7	-2.6	-1.9	-0.8
3	COc1cc2ccccc2cc1C(=O)Nc1ccccc1C	-0.3	4.2	.	-8.2	-23.2
4	CC(=O)Nc1cccc(-c2ccnc3c2CC(C(=O)NCC2CC2)O3)c1 (stereo not given)	1.0	2.6	.	-1.1	-12.7
5	CCOc1ccccc1N1CCN(C(=S)Nc2ccc(S(=O)(=O)Nc3ncccn3)cc2)CC1	-0.3	0.2	-6.1	-5.8	1.8
6	O=C(/C=C/c1ccccc1[N+](=O)[O-])Nc1cccnc1	0.7	2.1	-6.5	-6.0	-12.1
7	CCC(=O)N1CCc2cc(S(=O)(=O)CCC(=O)NCc3ccc(C)cc3)ccc21	0.5	2.1	-22.4	-1.6	3.8
8	Cc1cc(C)cc(Oc2ncnc3c2ncn3Cc2c(Cl)cccc2Cl)c1	-0.7	-0.5	-43.1	-6.7	-0.7
9	CC1CC(C)CN(C(=O)c2ccc3ncsc3c2)C1 (stereo not given)	-0.1	1.4	-0.5	10.9	-13.1
10	CC(=O)N/C(=C\c1cccs1)C(=O)O	1.0	1.0	-3.5	-6.5	1.4
11	CC(C)(C)c1ccc(Cn2nnc3c(=O)[nH]c(C4CCCN(C(=O)c5ccco5)C4)nc32)cc1 (stereo not given)	2.2	4.1	-20.2	-3.5	1.0
12	O=C(O)c1ccc(N2C(=O)c3cccc(Oc4ccc(Cl)cc4)c3C2=O)cc1	0.1	0.4	-1.0	-4.2	1.1
13	Cc1ccc(C(=O)OCC(=O)NC2CCCC2)cc1C	1.2	-0.4	-2.1	-8.1	7.4
14	CC(C)(C)OC(=O)N1CCC(C(=O)Nc2cccc(C(=O)N3CCCC3)c2)CC1	0.8	1.8	.	-5.8	-4.1
15	CCc1nnc(NC(=O)c2ccc(S(=O)(=O)N(C)c3ccccc3)cc2)o1	-0.1	0.2	-2.4	-2.9	4.7

item	OXTR potentiator	M1 PAM	CHO-K1 Ca antag	M1 antag
1	-5.6	4.6	-16.7	-3.2
2	0.5	18.5	-15.0	-24.4
3	.	-3.6	-12.4	-20.6
4	.	11.3	-13.6	-23.2
5	-1.0	-1.0	10.8	6.0
6	-3.5	5.4	-1.1	-7.7
7	2.0	4.1	-8.2	-8.3
8	-3.4	-11.0	-12.8	15.1
9	1.9	12.9	-6.5	3.1
10	3.8	2.7	1.7	-1.1
11	-5.1	9.3	-15.6	-11.0
12	-0.8	-2.4	2.0	1.2
13	-11.3	6.2	-13.0	-9.3
14	.	1.9	-19.6	-5.5
15	-3.9	4.5	-1.4	3.2

# (continued)
item	Structure	M1 ag parental	M4 ag	CHO parental Ca	M1 ag	CHRM4 antagonist
16	Cc1cc2nc3c(=O)n(C4CCCCC4)c(=O)[nH]c3nc2cc1N	11.1	11.0	.	15.2	0.8
17	CC1(C(=O)NCCC#N)CCN1C(=O)Cc1ccc(-c2ccccc2)cc1 (stereo not given)	6.1	7.4	.	4.0	-6.0
18	Cc1cc(Nc2ccc(C)c(Cl)c2)nc(N2CCOCC2)n1	0.1	-1.4	-27.0	-6.5	2.4
19	O=C(O)c1cccc2cccc(-c3c4ccc(=O)c(O)c-4oc4c(O)c(O)ccc34)c12	-0.1	-0.5	.	-0.3	-2.8
20	COc1ccc(NC(=O)Nc2ccc3nc(C)c(C)nc3c2)cc1	1.3	5.7	-9.3	0.9	-11.6
21	Cc1cc(C)nc(SCCc2ccncc2)n1	0.0	0.9	3.7	-2.8	-7.5
22	N#CCCN/N=C(\Cc1nc2ccccc2[nH]1)c1ccccc1	0.7	1.8	-10.2	-6.1	6.9
23	C1CC1Cc1noc(CN2CCN(CC3CC3)CC2)n1	1.1	0.4	11.2	-7.8	6.3
24	Cc1ccc(NCc2nnc(SCC(=O)c3ccccc3)n2Cc2ccco2)c(C)c1	-0.2	1.6	-19.8	-2.8	-2.3
25	CCN(CC)CCn1c(NC(=O)c2ccc(Cl)cc2)nc2ccccc21	0.2	-0.4	-21.0	-9.1	5.6
26	O=C(COC(=O)c1ccc(Cl)nc1)Nc1cc(S(=O)(=O)N2CCCCC2)ccc1Cl	5.8	4.7	-8.3	-4.3	6.9
27	CCOc1ccc2nc(NCCCNS(=O)(=O)c3ccccc3)c(C#N)cc2c1	1.1	0.8	-11.8	-3.3	2.9
28	Cc1cccc(NC(=O)c2cc([N+](=O)[O-])ccc2NC2CCCCC2)c1	-0.3	-0.3	-10.6	-1.6	-1.8
29	Cn1c2c(c(=O)[nH]c1=O)C(c1ccc(O)cc1)C1=C(N2)c2ccccc2C1=O (stereo not given)	3.6	10.1	3.0	-10.5	-1.0
30	COC(=O)c1ccc(OCc2nc(N)nc(N3CCOCC3)n2)cc1	0.0	0.6	-8.2	-3.5	-5.0

item	OXTR potentiator	M1 PAM	CHO-K1 Ca antag	M1 antag
16	.	-2.8	1.7	6.9
17	.	2.8	-0.1	-11.0
18	-13.6	8.0	-5.5	-10.1
19	.	0.7	-13.7	-5.7
20	-15.4	-1.7	-3.1	-1.3
21	-10.3	7.0	-7.4	-17.8
22	-2.4	-0.8	0.1	3.6
23	1.6	-2.6	-1.5	10.8
24	-13.4	1.4	-7.9	-0.1
25	-0.2	-4.5	0.5	-7.0
26	-7.8	3.3	-16.2	10.1
27	-5.6	5.9	5.8	-2.3
28	-9.5	16.5	-0.7	-9.3
29	3.9	1.3	-2.6	2.0
30	4.0	0.7	18.7	5.8

# One compound at a time (already shown). Screens in order: M1 ag parental	M4 ag	CHO parental Ca	M1 ag	CHRM4 antagonist	OXTR potentiator	M1 PAM	CHO-K1 Ca antag	M1 antag
# O=C(O)c1cccc2cccc(-c3c4ccc(=O)c(O)c-4oc4c(O)c(O)ccc34)c12 in the list: -0.1	-0.5	.	-0.3	-2.8	.	0.7	-13.7	-5.7
# COc1ccc(NC(=O)Nc2ccc3nc(C)c(C)nc3c2)cc1 in the list: 1.3	5.7	-9.3	0.9	-11.6	-15.4	-1.7	-3.1	-1.3
# CC1(C(=O)NCCC#N)CCN1C(=O)Cc1ccc(-c2ccccc2)cc1 (stereo not given) in the list: 6.1	7.4	.	4.0	-6.0	.	2.8	-0.1	-11.0
# C1CC1Cc1noc(CN2CCN(CC3CC3)CC2)n1 in the list: 1.1	0.4	11.2	-7.8	6.3	1.6	-2.6	-1.5	10.8
# COC(=O)c1ccc(OCc2nc(N)nc(N3CCOCC3)n2)cc1 in the list: 0.0	0.6	-8.2	-3.5	-5.0	4.0	0.7	18.7	5.8

# Entries listed so far containing an aryl thioether with sulfur outside any ring, in the order listed:
item	Structure	M1 ag parental	M4 ag	CHO parental Ca	M1 ag	CHRM4 antagonist
21	Cc1cc(C)nc(SCCc2ccncc2)n1	0.0	0.9	3.7	-2.8	-7.5
24	Cc1ccc(NCc2nnc(SCC(=O)c3ccccc3)n2Cc2ccco2)c(C)c1	-0.2	1.6	-19.8	-2.8	-2.3

item	OXTR potentiator	M1 PAM	CHO-K1 Ca antag	M1 antag
21	-10.3	7.0	-7.4	-17.8
24	-13.4	1.4	-7.9	-0.1

# The listing continues.
item	Structure	M1 ag parental	M4 ag	CHO parental Ca	M1 ag	CHRM4 antagonist
31	CCc1nnc(NC(=O)CSc2nnc(-c3ccccc3NC(=O)c3ccccc3)o2)s1	-0.1	-0.3	-3.7	-0.7	2.3
32	COc1ccc(OCC(=O)Nc2nnc(C)s2)cc1	0.5	0.2	-5.9	-4.0	-2.1
33	COc1ccccc1-n1c(=O)c2c3c(sc2n2c(=S)[nH]nc12)CCC3	-0.4	0.1	-8.5	-3.0	1.3
34	Cc1ccc(NC(=O)CC(N)=S)cc1	1.3	5.4	-5.8	-2.6	-1.6
35	O=C(CNc1ccc2ccccc2c1)N/N=C/c1ccc(OC(=O)/C=C/c2ccco2)cc1	-0.4	0.9	-14.5	-0.5	1.9
36	CC(=O)NC(=S)Nc1sc2c(c1C#N)CCCCC2	8.8	13.5	.	-4.0	6.3
37	CC(C)c1ccc(Nc2nc(CC(=O)O)cs2)cc1	-0.1	-1.2	-17.8	-9.3	-0.9
38	CC(=O)N(C)c1ccc(NC(=S)NCC(C)C)cc1	0.5	0.0	-2.0	-3.4	-3.4
39	COCCCN(CC(=O)Nc1ccc(N2CCOCC2)cc1)S(=O)(=O)c1ccc(C)cc1	0.7	0.6	-12.1	-5.5	8.1
40	O=C1Cc2ccccc2C(=O)N1Nc1ccccc1	1.1	0.7	.	-2.6	-1.0
41	COc1ccc(NC(=S)NC(=O)/C=C/c2ccccc2)cc1	0.1	0.6	-6.0	-4.0	-12.0
42	CCc1cc(=O)oc2c(CN3CCN(C)CC3)c(O)ccc12	0.7	-0.2	-14.1	-4.8	-0.3
43	Cc1cc(Cl)ccc1OC(C)C(=O)NCCCn1ccnc1 (stereo not given)	0.5	1.5	-14.8	-5.4	2.4
44	COc1ccc(OC)c(-c2cc(C(=O)N3CCN(c4ccccc4)CC3)no2)c1	-0.3	4.6	-10.2	-6.2	-31.4
45	O=C(Nc1ccccc1N1CCCCC1)c1cccc(F)c1	-0.1	-3.1	-20.7	-6.9	-1.5
46	CCCc1nc2c(nnn2Cc2ccccc2F)c(=O)[nH]1	1.1	1.2	-4.5	-7.5	-6.8
47	Cc1ccc(-n2nc(C)c3c2OC(N)=C(C#N)C3c2cccs2)cc1 (stereo not given)	0.3	0.9	-14.3	-2.7	3.2

item	OXTR potentiator	M1 PAM	CHO-K1 Ca antag	M1 antag
31	-4.2	2.4	-14.0	-0.7
32	-2.0	0.7	-7.0	-0.2
33	-4.9	7.5	-8.1	-8.7
34	-6.6	1.8	5.6	-2.0
35	-8.6	15.1	4.5	-15.4
36	.	-9.3	5.2	16.4
37	-5.5	0.3	-1.6	-5.3
38	-11.8	6.3	-24.2	-7.0
39	-7.5	2.1	-6.6	6.4
40	.	18.3	-9.4	-21.6
41	-10.8	-0.3	-5.9	-7.7
42	-17.8	6.1	-9.8	-5.3
43	-14.1	2.3	-3.3	2.0
44	-3.3	-1.2	2.6	-4.5
45	1.9	4.7	-4.4	-9.1
46	-2.5	4.4	-16.8	-5.7
47	-5.1	5.2	-12.1	-4.4
